NLRP3 yeast inh – NALP3 inflammasome inhibitors in reconstituted yeast, primary screen, luminescence, uHTS; Yeast reconstituted NLRP3/ASC/caspase-1, beta-gal luminescence, 24 h; inhibition, % at 10 µM; 330,000 compounds, 0.39% hits; AID 2825, 2010;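 active means inhibition of 50% or more; inactive means inhibition below 50%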;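 further: plate controls were induced DMSO wells for no effect and uninduced yeast grown without galactose for full effect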
SENP6 inh – SENP6 protease inhibitors, primary screen, biochemical, luminescence, uHTS; Sentrin-specific protease 6 (Homo sapiens), Q9GZR1; AID 2599, 2010; 330,000 compounds, 1.8% hits; inhibition, % at 10 µM; Recombinant SENP6 catalytic domain, aminoluciferin luminescence;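 active means inhibition above about 50% at the single tested dose, limit read from the data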;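 further: plate controls were DMSO wells with enzyme for no effect and DMSO wells lacking enzyme for full effect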
Target sequence (Q9GZR1 628-1112 limits assumed): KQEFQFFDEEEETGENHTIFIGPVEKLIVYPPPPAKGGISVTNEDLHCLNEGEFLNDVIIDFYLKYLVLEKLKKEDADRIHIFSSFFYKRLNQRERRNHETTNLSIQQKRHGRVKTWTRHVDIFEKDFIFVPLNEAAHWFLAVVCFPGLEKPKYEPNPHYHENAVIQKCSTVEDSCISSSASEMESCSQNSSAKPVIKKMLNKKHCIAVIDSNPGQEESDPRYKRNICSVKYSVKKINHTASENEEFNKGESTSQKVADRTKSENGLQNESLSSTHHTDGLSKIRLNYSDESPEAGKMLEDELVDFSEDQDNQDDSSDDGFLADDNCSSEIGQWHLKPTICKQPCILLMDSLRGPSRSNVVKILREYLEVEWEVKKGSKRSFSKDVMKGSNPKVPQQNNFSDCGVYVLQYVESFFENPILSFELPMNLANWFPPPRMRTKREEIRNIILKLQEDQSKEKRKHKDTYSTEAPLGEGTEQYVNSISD
HKDC1 inhibitor – HKDC1 hexokinase inhibitors, primary screen, biochemical, fluorescence, uHTS; AID 493160, 2011; recombinant HKDC1, G6PDH/diaphorase resazurin coupled fluorescence; Q2TB90; inhibition, % at 20 µM; 340,000 compounds, 0.16% hits;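 active means inhibition above about 35% when tested at 20 µM, limit read from the data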;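 further: plate controls were DMSO wells with enzyme for no effect and DMSO wells lacking enzyme for full effect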
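System: Recombinant HKDC1 hexokinase | Amount: HKDC1 at 5 µg/mL | Reagent: Glucose with 1 mM ATP | Doses: Single 20 µM dose | Incubation: Reaction time 90 min, room temperature, protected from light | Signal: Coupled resazurin fluorescence, excitation 525 nm, emission 613 nm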
Apaf-1 inh – inhibitors of human Apaf-1 apoptosome, primary screen, biochemical, DEVD-Rh110 fluorescence, uHTS. inhibition, % at 20 µM. AID 489030, 2010. reconstituted apoptosome caspase-3 activity. 330,000 compounds, 0.71% hits; active means inhibition of at least 40% at 20 µM;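 further: plate controls were DMSO wells for no effect and DEVD-CHO caspase inhibitor wells for full effect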
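System: Apoptosome proteins | Medium: Hepes pH 7.5 with detergent and BSA | Also added: Cytochrome c trigger plus (Z-DEVD)2-Rh110 caspase-3 substrate | Incubation: 30 min compound preincubation, 50 min activation, room temperature | Detection: Rhodamine 110 fluorescence at Ex 480/Em 540 nm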
SENP8 block-1 – human SENP8 protease inhibitors, primary screen, biochemical, fluorescence, Nedd8 protein substrate, uHTS; Sentrin-specific protease 8 (Homo sapiens), Q96LD8; recombinant SENP8; inhibition, % at 20 µM; 360,000 compounds, 0.64% hits; AID 602440, 2012; in the data active means inhibition mostly above about 40%, no sharp cut-off; inactive means mostly below about 27%
Target sequence (Q96LD8 whole entry, looked up): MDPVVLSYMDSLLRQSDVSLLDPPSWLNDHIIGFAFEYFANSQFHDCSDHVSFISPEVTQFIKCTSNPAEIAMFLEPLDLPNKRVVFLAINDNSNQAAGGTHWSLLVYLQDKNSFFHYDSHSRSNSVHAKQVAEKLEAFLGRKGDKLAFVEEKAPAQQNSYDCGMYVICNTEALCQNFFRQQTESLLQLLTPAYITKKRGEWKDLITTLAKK
SENP1 inh – human SENP1 catalytic domain inhibitors, primary screen, biochemical, FRET, uHTS; Sentrin-specific protease 1 (Homo sapiens), Q9P0U3; recombinant SENP1 catalytic domain, CyPet-SUMO1-YPet FRET cleavage; inhibition, % at 10 µM; 360,000 compounds, 0.21% hits; AID 624204, 2012;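 active means inhibition at least 30% at 10 µM, raw YFP signal under a set limit, fluorescence ratio 0.5 to 1.5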;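 further: 0% = enzyme with DMSO and 100% = no enzyme wells; some results filed as inactive read as strong as hits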
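Assay system – human recombinant His6-tagged SENP1 catalytic domain enzyme · Input – SENP1 enzyme, 20 pM final · Buffer or medium – Tris pH 8 buffer plus EDTA, NaCl, BME, BSA, NP40, catalase · Schedule – 50 min reaction at room temperature · Technique – FRET read of cyan and yellow fluorescence · Control set – no-enzyme wells low, DMSO-plus-enzyme wells high control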
PfGluPho inh – PfG6PD enzyme inhibitors, primary screen, biochemical, fluorescence intensity, uHTS | PfGluPho enzyme, NADPH resazurin-diaphorase fluorescence | 350,000 compounds, 0.78% hits | glucose-6-phosphate dehydrogenase-6-phosphogluconolactonase (Plasmodium falciparum 3D7) | inhibition, % at 20 µM;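 active means inhibition reaching at least a set limit at 20 µM in the primary screen, cut at about 59% in these data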;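 further: 0% = DMSO wells with substrate and 100% = DMSO wells lacking glucose-6-phosphate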
SENP7 block – SENP7 protease inhibitors, primary screen, biochemical, luminescence, uHTS | 330,000 compounds, 1.5% hits | recombinant SENP7, Z-RLRGG-aminoluciferin luminescence, 40 min | inhibition, % at 5 µM | AID 434973, 2010;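 active means inhibition above about 50% at the single test dose, limit read from the data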;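 further: plate controls were DMSO with enzyme for no effect and no enzyme buffer wells for full effect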
Target sequence (Q9BQF6 706-1050 limits assumed): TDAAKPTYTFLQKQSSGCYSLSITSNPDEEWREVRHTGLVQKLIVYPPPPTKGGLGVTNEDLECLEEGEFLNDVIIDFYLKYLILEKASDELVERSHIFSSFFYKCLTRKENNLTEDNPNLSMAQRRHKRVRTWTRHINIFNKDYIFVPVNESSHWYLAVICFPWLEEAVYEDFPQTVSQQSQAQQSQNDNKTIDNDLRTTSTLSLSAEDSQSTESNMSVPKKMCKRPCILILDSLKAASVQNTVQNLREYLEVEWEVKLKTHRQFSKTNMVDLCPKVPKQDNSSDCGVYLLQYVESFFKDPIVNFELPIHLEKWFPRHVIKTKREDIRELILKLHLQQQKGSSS
SENP8 block-2 – SENP8 protease inhibitors, primary screen, biochemical, luminescence. AID 2540, 2010. purified SENP8, Z-RLRGG-aminoluciferin cleavage. Sentrin-specific protease 8 (Homo sapiens), Q96LD8. inhibition, % at 10 µM. 330,000 compounds, 1.2% hits; in the data active means inhibition above about 50%
An asterisk follows results filed as active; nt = not tested or not shown; & = joins results of further samples.

SMILES	NLRP3 yeast inh	SENP6 inh	HKDC1 inhibitor	Apaf-1 inh	SENP8 block-1	SENP1 inh	PfGluPho inh	SENP7 block	SENP8 block-2
COc1ccc(NC(=O)CSc2nnnn2C)cc1	11	13	-5	14	9	3	1	10	-6
COc1ccc(CN2C(=O)C(Cc3ccccc3)Nc3ncnc(N4CCOCC4)c32)cc1 (stereo not drawn)	19	6	-2	14	-16&0	-8&0	2	3	1
Cc1nnc(NC(=O)C2=COCCO2)s1	12	-13	-4	1	10	1	-3	-1	5
CN(C)CCN(Cc1ccco1)C(=O)c1oc2ccccc2c1NC(=O)COc1ccccc1	36	4	-2	18	-78	2	13	-4	-1
O=C(Cc1cccs1)Nc1nnc(Cc2ccc(F)cc2)s1	12	2	nt	0	nt	nt	nt	-4	2
O=C(CSc1nc2ccccc2o1)Nc1ccccc1	14	-1	-8	5	9	2	0	3	8
CCOc1ccccc1N1CCN(CC(=O)Nc2nnc(CC)s2)CC1	8	-16	4	6	4	0	-15	-4	-10
CCCc1nnc(NC(=O)CCC(=O)N2CCC(Cc3ccccc3)CC2)s1	5	-5	0	18	5	0	-29	-1	2
CCc1ccc(S(=O)(=O)NCCc2csc(-c3ccccc3)n2)s1	11	8	6	13	2	-1	8	21	-1
Cc1cc(NC(=O)c2ccc(NC(=O)C(C)Oc3ccccc3)cc2)no1 (stereo not drawn)	13	18	0	-3	13	2	-9	-12	4
COCCCN1C(=O)c2ccc(C(=O)OCC(=O)N(C)c3ccccc3)cc2C1=O	17	0	-6	-1	10	1	5	-3	-9
CC(C)CN(C(=O)COC(=O)c1c(Cl)ccc(Cl)c1Cl)C1CCS(=O)(=O)C1 (stereo not drawn)	7	1	-1	-11	11	2	2	-4	2

Some of the entries so far, comma-delimited.
canonical_smiles,NLRP3 yeast inh,SENP6 inh,HKDC1 inhibitor,Apaf-1 inh,SENP8 block-1,SENP1 inh,PfGluPho inh,SENP7 block,SENP8 block-2
O=C(Cc1cccs1)Nc1nnc(Cc2ccc(F)cc2)s1,12,2,nt,0,nt,nt,nt,-4,2
O=C(CSc1nc2ccccc2o1)Nc1ccccc1,14,-1,-8,5,9,2,0,3,8

(listing goes on)
SMILES	NLRP3 yeast inh	SENP6 inh	HKDC1 inhibitor	Apaf-1 inh	SENP8 block-1	SENP1 inh	PfGluPho inh	SENP7 block	SENP8 block-2
O=C(Nc1c[nH]c(=O)[nH]c1=O)c1cccc([N+](=O)[O-])c1	15	-36	1	-6	22	-1	-2	-7	-5
CC1C2=C(CC(C)(C)CC2=O)NC2=C1C(=O)CC(C)(C)C2	-12	-24	-15	16	-388	-26	10	-9	0
Cc1ccnc(NS(=O)(=O)c2cnc(Cl)c(Br)c2)c1	-4	-11	-4	16	11	4	-10	-9	-11
Nc1nc(SCCN2C(=O)c3ccccc3C2=O)n[nH]1	-4	-14	3	3	13	1	-2	-7	-12
Cc1ccccc1Nc1ncccc1C(=O)N1CCOCC1	-5	6	-2	-6	36	-2	5	3	0
CCOn1c(=O)c(-c2ccc(OC)cc2)[n+]([O-])c2ccccc21	38	-1	4	-3	-132	-14	0	5	0
CCc1ccc(CNCCNCC(C)O)cc1 (stereo not drawn)	25	-2	-7	-1	22	2	-16	11	-7
O=C(NCC(=O)N(Cc1cccs1)C(C(=O)NC1CCCCC1)c1ccco1)c1ccco1 (stereo not drawn)	3	-11	-1	12	16	-2	-15	-6	-1
CCOC(=O)C1CCN(C(=O)c2cc3c(ccc4ccccc43)o2)CC1	13	73*	3	13	-6	1	7	56*	56*
O=C(C[C@H]1C/C=C\CCCC(=O)OC[C@H]2CCCN2C1=O)NCCO	1	-13	-10	-1	16	2	9	-11	-12
COc1ccc(CNC(=O)C2CCN(S(=O)(=O)N3CCCC3)CC2)cc1	8	-12	-2	1	2	-1	-4	-5	-5
COc1ccc(-n2c(Cc3cc(=O)[nH]c(=O)[nH]3)nnc2SCC(=O)N2CCCC2)cc1	19	-4	-6	-9	-26	6	13	-7	5
COCCn1nnnc1C(c1cccc(C#N)c1)N1CCCCCC1 (stereo not drawn)	11	-30	-13	6	9	-1	-1	4	1
O=C(CNC(=O)c1ccc(-c2ccccc2)cc1)OCc1c(Cl)cccc1Cl	1	0	-7	6	10	2	-6	-2	6
COC(=O)c1ccc(Cn2nnc3c(=O)[nH]c(C4CCCN(S(=O)(=O)c5ccccc5Cl)C4)nc32)cc1 (stereo not drawn)	-5	-5	8	22	7	2	-3	1	-8
Cc1ccc(C)c(S(=O)(=O)NCC(c2ccco2)N2CCc3ccccc3C2)c1 (stereo not drawn)	11	-12	2	29	-4	1	10	-7	-2
CC(SC#N)C(=O)C12CC3CC(CC(C3)C1)C2 (stereo not drawn)	19	22	12	-1	6	2	-19	-2	9
Cc1cccc2cc(C#N)c(SCCN3CCCCC3)nc12	-4	-10	3	6	nt	nt	21	-3	-7
COc1ccc(CCNC(=S)N2CCN(S(=O)(=O)c3ccccc3F)CC2)cc1	5	3	0	3	1	2	19	-1	7
O=C1CN(c2nc(-c3cccnc3)nc3scc(-c4ccccc4)c23)CCN1	2	0	-11	7	-42	-2	-17	-12	-8
COc1ccc(NS(=O)(=O)c2ccc(NC(=S)NC(=O)CC(C)C)cc2)cc1	13	-20	1	29	18	1	13	-8	-5
Cc1c(C(=O)N2CCCCC2)sc(N)c1C#N	-1	3	-7	5	4	1	-13	-3	-11
COCCNC(=O)C(c1ccc(O)cc1)N(Cc1ccco1)C(=O)CCC(=O)Nc1nccs1 (stereo not drawn)	25	-19	-7	-3	20	2	-4	-6	-7
COC(=O)CN1C(=O)Nc2ccc(Cl)cc2C1c1ccccc1 (stereo not drawn)	2	17	-2	11	16	1	-6	8	-5
O=C(N/N=C/c1ccc(OCc2ccc(F)cc2)cc1)c1ccccc1	14	-32	-12	4	1	0	6	-10	-8
S=C(NCc1ccco1)Nc1ccccc1Cl	19	-14	4	-6	4	2	3	-2	-7
COc1ccccc1C1=NOC(CN2C(=O)c3ccccc3S2(=O)=O)C1 (stereo not drawn)	13	-12	2	4	21	2	9	-8	-13
Cc1nc2cc(NS(=O)(=O)c3ccccc3F)ccc2s1	14	-8	0	3	10	3	43	0	-2
CCN(CC(=O)NCCN1CCOCC1)S(=O)(=O)c1ccc(F)cc1	7	-12	-3	-5	15	2	1	-3	1
COc1ccc(-c2cc(C#N)nc(N3CCNCC3)n2)cc1	19	-4	-4	-5	-84	1	6	4	1
Cc1ccc2c(c1)NC(=O)C(CC(=O)Nc1ccc(CN3CCC(C)CC3)cc1)O2 (stereo not drawn)	10	-7	-3	-4	3	-1	1	1	3
O=C(NNc1cc(Br)c(O)c(Br)c1)c1ccccc1	18	3	33	-10	6	2	46	4	1
CCOc1ccc2nnc(-c3ccc(Br)cc3)n2n1	13	-9	-2	23	-61	2	10	3	-7
COc1ccc(N(C(=O)c2ccc(F)cc2)C2=CC3CCC(C2)N3C)cc1 (stereo not drawn)	18	-29	6	3	20	-1	-5	1	2
COc1ccccc1NCCC(=O)OCC(=O)NC1CCCCCC1	16	7	-1	2	11	0	7	-8	-1
CCN(CC)S(=O)(=O)c1cc(NC(=O)C(C)N(C)CC(=O)Nc2c(C)cccc2C)ccc1C (stereo not drawn)	-5	-1	-4	10	5	3	-10	5	3

Brought forward from above: two compounds, then new ones.
SMILES	NLRP3 yeast inh	SENP6 inh	HKDC1 inhibitor	Apaf-1 inh	SENP8 block-1	SENP1 inh	PfGluPho inh	SENP7 block	SENP8 block-2
COc1ccccc1NCCC(=O)OCC(=O)NC1CCCCCC1	16	7	-1	2	11	0	7	-8	-1
CCN(CC)S(=O)(=O)c1cc(NC(=O)C(C)N(C)CC(=O)Nc2c(C)cccc2C)ccc1C (stereo not drawn)	-5	-1	-4	10	5	3	-10	5	3
COc1ccc(CCNC(=O)c2ccc(CN3CCC(Cc4ccccc4)CC3)cc2)cc1OC	13	-7	-5	9	29	1	1	4	-8
O=C(OCC(=O)N1CCOCC1)c1cc(=O)[nH]c2ccccc12	6	1	0	-4	-274	-1	-10	1	2
Cc1cc(C)nc(NC(=O)c2cc([N+](=O)[O-])cc([N+](=O)[O-])c2)n1	21	-4	-6	14	18	1	-13	2	6
O=C(Cn1cnc2cc([N+](=O)[O-])ccc2c1=O)NC1CCS(=O)(=O)C1 (stereo not drawn)	21	6	-4	-12	-4	-14	-2	1	6
Cn1[nH]c(=O)c2ccccc2c1=O	-4	-15	2	-7	4	-2	1	-2	2
N#C/C=C(/N)N1CCN(c2ccc(Cl)c(Cl)c2)CC1	18	-4	-3	13	-14	0	-5	-11	-7
CC(OC(=O)c1ccc(NC(=O)CC#N)cc1)C(=O)NC(=O)NC1CCCCC1 (stereo not drawn)	20	-2	4	-4	-21	-14	1	-7	1
Cn1c(=O)c2c(ncn2Cc2cc(-c3ccccc3)no2)n(C)c1=O	7	-7	1	3	13	0	1	-3	3
COc1cc(/C=C/C(=O)OCC(=O)c2ccc[nH]2)cc(OC)c1OC	15	-2	0	-5	-438	-17	0	4	-1
Cc1cccc(N2CC(C(=O)O)CC2=O)c1 (stereo not drawn)	17	4	-4	5	19	-2	-1	0	-9
O=C(c1ccco1)N1CCN(C23CC4CC(CC(C4)C2)C3)CC1	10	-3	-5	-5	6	1	-1	1	-1
Cc1ccc(/C=N/Nc2ccc(F)cc2F)s1	3	15	5	9	-13	-2	9	-3	5
COc1ccc(C2=NN(C(N)=S)C(c3ccccc3)C2)cc1 (stereo not drawn)	22	-1	-6	19	-12	0	1	10	2
O=C(OCCOCCOC(=O)Oc1ccccc1)Oc1ccccc1	nt	nt	-5	nt	6	1	12	nt	nt
Cc1cc(C)cc(C(=O)NCC(=O)N2CCC(C(N)=O)CC2)c1	7	-4	7	2	21	1	5	-6	-17
COc1ccc(NC(=O)CN(CC(=O)Nc2ccc(OC)cc2)C(C)(C)CO)cc1	9	17	-1	1	14	2	11	-2	-1
CN(C)S(=O)(=O)c1cccc(NC(=O)c2c[nH]c3ccccc23)c1	4	-2	-1	10	-16	-4	33	-3	-4
OC1CCCCC1Sc1nc2ccccc2s1 (stereo not drawn)	11	-42	-10	-6	18	0	-4	3	-2
CCOC(=O)c1c(C)[nH]c(C)c1S(=O)(=O)NCCc1cccs1	5	-4	-2	-16	9	-3	4	-2	0
Cc1ccc(/C=C/C(=O)Nc2nnc(C)s2)o1	11	-13	8	10	-77	-4	13	-5	-5
COc1ccc(S(=O)(=O)Cc2ccc(C(=O)O)o2)cc1	9	3	1	-1	7	-2	-8	-5	2
COc1cccc(SCc2noc(C(=O)NC(C)C)c2C(=O)NC(C)C)c1	37	-6	-3	-3	0	4	21	-3	1
O=C(NC(=S)NCc1cccnc1)c1cc(Br)ccc1Cl	5	-20	0	19	7	0	-12	-1	-11

Source: PubChem
